# NS5 inhibitors: Dengue-2 NS5 methyltransferase inhibitors, primary screen, biochemical, confirmation dose response (AID 588689) | Genome polyprotein (Dengue virus type 2 (strain 16681-PDK53)) | Dengue-2 NS5 methyltransferase capping enzyme assay, biochemical; higher % means a stronger effect | one-dose inhibition, % at 25 µM; IC50 in µM for titrated hits | actives 0.3% (n = 340,000); in the data active = a potency from the dose series; inconclusive = inhibition above about 29% without an active follow-up result
# NTR1 ag: agonists of NTR1, primary screen, imaging, U2OS cells, beta-arrestin-GFP, high content (AID 493036). Neurotensin receptor type 1 (Homo sapiens), P30989. NTR1-U2OS beta-arrestin-GFP spot imaging, agonist mode. activation, % at 20 µM. actives 0.17% (n = 330,000);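 active = activation at or above 40% of the spot to cytoplasm intensity ratio, with at least 20 cells analyzed; inconclusive = wells under 20 cells, flagged as cytotoxic or low count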;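 note: 0% = DMSO without peptide and 100% = 100 nM NTR1 peptide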
# Target sequence (P30989 whole entry, looked up): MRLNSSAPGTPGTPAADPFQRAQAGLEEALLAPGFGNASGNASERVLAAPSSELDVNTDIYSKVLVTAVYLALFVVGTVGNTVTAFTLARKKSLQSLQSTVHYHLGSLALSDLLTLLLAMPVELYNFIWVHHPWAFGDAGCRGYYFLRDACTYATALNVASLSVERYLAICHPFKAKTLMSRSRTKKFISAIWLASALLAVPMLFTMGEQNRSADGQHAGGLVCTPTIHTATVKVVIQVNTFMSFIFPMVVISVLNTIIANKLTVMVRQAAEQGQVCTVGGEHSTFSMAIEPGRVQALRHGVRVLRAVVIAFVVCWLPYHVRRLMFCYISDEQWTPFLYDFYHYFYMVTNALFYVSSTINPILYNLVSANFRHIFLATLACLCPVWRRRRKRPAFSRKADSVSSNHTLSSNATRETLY
# K1F lysis inhibition: inhibition of K1F phage lysis, E. coli UTI89, bacterial capsule biogenesis inhibitors, alamar blue (AID 488966); E. coli UTI89 K1F phage lysis, alamar blue, 2 h; higher % means a stronger effect; inhibition, % at 100 µM, or IC50 in µM where a hit was titrated; actives 0.02% (n = 340,000);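 active = phage lysis inhibition, versus mean bacterial control, above a set limit; inconclusive = no clear call, values can overlap the other calls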;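 note: capsule biogenesis inhibitors block K1F phage lysis so surviving cells raise fluorescence; higher fluorescence means more inhibition of phage lysis; actives were called in the ten point dose series up to 300 µM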
# GPR55 LPI antagonism: GPR55 antagonists blocking LPI-driven arrestin recruitment, primary screen, imaging, U2OS, beta-arrestin-GFP, LPI agonist (AID 2013). U2OS GPR55 beta-arrestin-GFP translocation imaging, LPI antagonism; higher % means a stronger effect. inhibition, % at 10 µM; hits with a dose series show IC50 in µM. actives 0.13% (n = 290,000);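 active = spots per cell inhibited over 60%, with over 100 cells counted and total cytoplasm intensity under 500,000; inconclusive = wells with under 100 cells, flagged as likely toxic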;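 note: U2OS cells stably carrying GPR55 and arrestin-GFP stimulated by 5 µM LPI near EC80; imaged beta-arrestin-GFP aggregate spots per cell after agonist stimulation; plate controls were LPI-stimulated DMSO wells for no effect and DMSO wells without LPI for full effect; some results filed as inactive read as strong as hits; confirmed hits need IC50 under 10 µM and bright autofluorescent wells are also inconclusive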
# AID2073: inhibitors of Mint1-CaV2.2 protein interaction, biochemical, HTRF (AID 2073). Voltage-dependent N-type calcium channel subunit alpha-1B (Homo sapiens). HTRF protein-protein interaction, Mint1-CaV2.2; higher % means a stronger effect. one-dose inhibition, % at 20 µM; IC50 in µM for titrated hits. actives 0.19% (n = 290,000); in the data active = inhibition mostly above about 51%, no sharp cut-off; inconclusive = no clear call, values can overlap the other calls; inactive = mostly below about 53%; note: some results filed as inactive read as strong as hits
# GPR35 arrestin U2OS: GPR35 antagonists blocking zaprinast-driven arrestin recruitment, primary screen, imaging, U2OS, beta-arrestin-GFP, zaprinast agonist (AID 2058) | U2OS GPR35 beta-arrestin-GFP translocation imaging, zaprinast antagonism; higher % means a stronger effect | G-protein coupled receptor 35 (Homo sapiens) | one-dose inhibition, % at 10 µM; IC50 in µM for titrated hits | actives 0.052% (n = 290,000);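 active = inhibition of at least 50% with at least 30 cells and total cytoplasm GFP at most 10,000,000; inconclusive = under 30 cells or total GFP of 10,000,000 plus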
# GPR55 activation: GPR55 agonists via beta-arrestin recruitment, primary screen, imaging, U2OS cells, beta-arrestin-GFP redistribution (AID 1961); U2OS GPR55 beta-arrestin-GFP redistribution imaging; higher % means a stronger effect; one-dose activation, % at 10 µM; EC50 in µM for titrated hits; G-protein coupled receptor 55 (Homo sapiens); actives 0.048% (n = 290,000);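 active = activation above 40% with more than 50 cells counted in the well; inconclusive = wells holding fewer than 50 cells, flagged as toxic or sparse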;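 note: U2OS osteosarcoma cells stably expressing GPR55 and beta-arrestin-GFP; plate controls were DMSO negative control for no effect and LPI positive control for full effect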
# Siah-1 displacement: Siah-1 peptide-binding antagonists, primary screen, biochemical, fluorescence polarization, rhodamine-plectin, uHTS (AID 1817) | E3 ubiquitin-protein ligase SIAH1 (Homo sapiens) | Siah-1 / rhodamine-plectin peptide fluorescence polarization; higher % means a stronger effect | one-dose displacement, % at 20 µM; IC50 in µM for titrated hits | actives 0.02% (n = 290,000);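 active = displacement of at least 50% at 20 µM, with a fluorescence ratio check between 0.3 and a set limit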;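 note: plate controls were Siah plus tracer with DMSO for no effect and tracer alone without Siah for full effect; strong numbers were not always called active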
# HIV peptide binding: inhibitors of HIV fusion peptide binding, primary screen, biochemical, uHTS, fluorescence dequenching (AID 1986); cell-free peptide binding, fluorescence dequenching, 30 min; higher % means a stronger effect; inhibition, % at 20 µM; hits with a dose series show IC50 in µM; actives 0.3% (n = 290,000); in the data active = inhibition mostly above about 52%, no sharp cut-off; inactive = mostly below about 76%; note: some results filed as inactive read as strong as hits
# NTR1 ag cell count 20 µM: recorded beside NTR1 ag, whose call it bears; cell count; measured here: cell count, cytotoxicity flag
# NS5 inhibitors pilot replicate: second read-out of NS5 inhibitors, no call of its own (marks repeat the call); inhibition, %; measured here: pilot screen replicate inhibition
# An asterisk follows results filed as active; u = inconclusive; x = no result given; [ ] = another dose, or the depositor's remark.
SMILES,NS5 inhibitors,NTR1 ag,NTR1 ag cell count 20 µM,K1F lysis inhibition,GPR55 LPI antagonism,AID2073,GPR35 arrestin U2OS,GPR55 activation,Siah-1 displacement,HIV peptide binding,others
COc1ccc(Nc2ncc3c(n2)CC(c2ccc(C)cc2)CC3=O)cc1 (configuration not stated),-6%,0.6,103,0.3%,5%,12%,-6%,-0.1%,-1%,0.1%,
O=c1[nH]c(=O)n([C@H]2C[C@H](O)[C@@H](CO)O2)cc1C(F)(F)F,-8%,4.0,59,-2.6%,-8%,13%,0%,-0.1%,4%,2.4%,
CCOC(=O)c1sc(=NC(=O)c2ccc(S(=O)(=O)N3CC(C)OC(C)C3)cc2)n(C)c1C (configuration not stated),-4%,0.9,67,5.5%,14%,10%,26%,-0.3%,-1%,0.1%,
CN1CCc2c(sc(NC(=O)c3ccc(C(=O)c4ccccc4)cc3)c2C(N)=O)C1,-9%,1.3,52,0.1%,10%,3%,12%,-0.2%,-3%,54%,
Cc1nc2ccccc2nc1SCC(=O)N1CCC(C)CC1,-3%,2.6,83,0.2%,22%,30%,-7%,-0.1%,-3%,-0.4%,
COc1cc2nc(N(CCN(C)C)C(=O)c3ccc4ccccc4c3)sc2cc1OC,-8%,2.5,54,1.1%,0%,5%,-22%,0.4%,-4%,-1.0%,
CC(Oc1ccc(Cl)cc1Cl)C(=O)NC(=S)N1CCc2ccccc21 (configuration not stated),-8%,1.0,55,10%,-2%,-4%,6%,-0.2%,0%,6.3%,
CC1CCCN(C(=O)c2ccc3c(=O)n(Cc4ccc5c(c4)OCO5)c(=S)[nH]c3c2)C1 (configuration not stated),0%,5.9,60,-0.4%,16%,-6%,-3%,-0.4%,9%,1.1%,NS5 inhibitors pilot replicate=3.1
Cc1sc2nc(SCC(=O)NCc3ccco3)n(Cc3ccccc3)c(=O)c2c1C,3%,2.5,47,-0.2%,8%,3%,-8%,-0.1%,0%,0.2%,
COc1ccc(CNC(=O)c2nn(-c3ccccc3)cc2OC)cc1,-7%,-1.2,51,0.0%,12%,3%,4%,0.3%,3%,-2.5%,
C=CCOc1c(Cl)cc(C(=S)N2CCCC2)cc1OCC,-4%,1.1,56,11%,-18%,6%,3%,-0.1%,-7%,-0.8%,
Cc1ccc(C)c(N(C(=O)Cn2nnc(-c3cccs3)n2)C(C(=O)NC2CCCC2)c2ccncc2)c1 (configuration not stated),-5%,4.4,73,0.6%,-11%,-3%,13%,0.0%,0%,3.6%,NS5 inhibitors pilot replicate=3.3
COc1ccc(NC(=O)C(C)N2CCN(C)CC2)cc1 (configuration not stated),-2%,0.3,88,0.1%,11%,-3%,-4%,-0.1%,2%,-0.8%,
CCn1c(=O)c(C(=O)NCc2ccc3c(c2)OCO3)c(O)c2ccccc21,2%,1.9,84,0.1%,1%,20%,-1%,-0.2%,16%,3.6%,
COc1ccc(NC(=O)CC(c2ccc(F)cc2)c2ccc(OC)cc2)cc1 (configuration not stated),-7%,-0.6,43,2.1%,4%,2%,-3%,0.2%,5%,1.6%,
CC(NCC(=O)NCCc1ccc(S(N)(=O)=O)cc1)c1ccc(F)cc1 (configuration not stated),-2%,-0.3,52,0.5%[50 µM],-4%,12%,1%,0.0%,-1%,0.4%,
CC1(C(=O)NC2CCCCC2)CCC(=O)N1Cc1ccc2c(c1)OCO2 (configuration not stated),-8%,-1.7,56,0.1%,-3%,2%,4%,-0.1%,1%,-0.4%,
CCOC(=O)C(O)(CC(=O)Nc1cc(F)ccc1C)C(F)(F)F (configuration not stated),4%,-2.7,78,0.9%,-15%,0%,0%,0.5%,1%,3.6%,
CCCCOCCCNC(=O)c1ccc(OCC)cc1,-1%,1.3,59,0.2%,9%,-4%,0%,0.3%,0%,0.2%,
CC1(C)CC(N=c2cc(-c3ccccc3)oc3ccc(Cl)cc23)CC(C)(C)N1,-5%,x,x,0.2%,34%,-6%,3%,-1.0%,-1%,-2.6%,
O=c1[nH]c(CSc2ccccn2)nc2c1oc1ccccc12,-6%,0.1,48,-2.0%,11%,4%,-1%,-0.1%,4%,0.9%,
O=C(c1cccs1)N1CCN(Cc2ccccc2[N+](=O)[O-])CC1,1%,-0.7,61,2.0%,12%,-24%,x,-0.3%,6%,-1.5%,
CC(C)Cc1nc(SCc2cccnc2)c2c(=O)n(C)c(=O)n(C)c2n1,-4%,15,61,0.1%,5%,-2%,-7%,-0.2%,4%,0.2%,
Cc1ccc(NC(=O)c2cc(S(=O)(=O)N3CCc4ccccc43)cn2C)cc1C,-3%,0.8,80,3.4%,15%,16%,8%,-0.1%,-6%,0.5%,
CN(C)c1ccc(C(C(=O)NCc2ccccc2)N(Cc2ccco2)C(=O)c2snc(C(N)=O)c2N)cc1 (configuration not stated),-9%,x,x,-0.3%,-14%,-3%,-8%,0.0%,-2%,1.4%,
# New compounds follow.
SMILES,NS5 inhibitors,NTR1 ag,NTR1 ag cell count 20 µM,K1F lysis inhibition,GPR55 LPI antagonism,AID2073,GPR35 arrestin U2OS,GPR55 activation,Siah-1 displacement,HIV peptide binding,others
CCC(C)NC(=O)N[C@@H](CCSC)C(=O)O (some centres not stated),-6%,-0.8,47,0.6%,15%,6%,9%,0.3%,4%,-0.5%,
COc1cccc(-c2onc3ccc(C4(C)OCCO4)cc23)c1,-12%,-0.2,52,0.6%,7%,-9%,-7%,-0.3%,19%,-1.4%,
CCOC(=O)C1CCN(C(=O)Cn2nc(C)n3nc(-c4ccc(OC)cc4)cc3c2=O)CC1,6%,0.2,47,0.0%,-16%,13%,23%,-0.4%,-2%,0.0%,
Cc1ccc(-n2c(C)cc(/C=N/Nc3ccc([N+](=O)[O-])cn3)c2C)c(C)c1,-13%,-1.0,40,1.4%,5%,7%,8%,0.3%,0%,1.8%,
COc1ccc(N2CC(C(=O)Nc3nnc(SCC(=O)NCC4CCCO4)s3)CC2=O)cc1 (configuration not stated),0%,0.2,50,-0.3%,-1%,-3%,-1%,-0.1%,-2%,6.2%,
CC1(C)SC(=S)N(NC(=O)Nc2ccccc2)C1N(O)C(=O)Nc1cccc2ccccc12 (configuration not stated),-6%,5.6,94,0.0%,-3%,-15%,-5%,0.4%,-4%,-4.0%,
C/C(=N\NC(=S)NC1CCCCC1)c1cccs1,-3%,10,53,-0.8%,7%,-11%,-5%,-0.2%,-3%,-3.2%,
Cc1ccc2[nH]c3c(NCCN4CCOCC4)ncnc3c2c1,-12%,-1.7,39,-1.8%,12%,3%,-5%,-0.1%,8%,-1.4%,
C=CCN(CC=C)S(=O)(=O)c1ccc2nc(NC(=O)C3CCCO3)sc2c1 (configuration not stated),-6%,0.8,34,-2.9%,6%,1%,-10%,-0.3%,-2%,1.4%,
CC(C)c1cc(NC(=O)c2ccccc2)cc(C(C)C)c1O,-7%,0.0,56,-1.2%,7%,u,0%,-0.4%,-4%,-1.6%,
O=C1CSC(c2cccc([N+](=O)[O-])c2)N1c1c(F)cccc1F (configuration not stated),3%,1.2,66,0.2%,9%,-2%,-6%,-0.3%,-4%,-0.8%,
CC(=O)Nc1ccc(OCc2ccc(S(=O)(=O)Cc3ccccc3)cc2)cc1,-3%,-0.1,53,0.1%,-4%,41%,-6%,-0.1%,-1%,21%,
CC(C)(C)OC(=O)NCCCC[C@@H](C(=O)N1CCN(C(=O)OC(C)(C)C)CC1)n1cc(C(CO)NC(=O)OC(C)(C)C)nn1 (some centres not stated),-6%,-0.1,45,1.7%,5%,17%,-11%,-0.1%,2%,1.4%,
Cc1ccsc1/C=N/N1CCN(C2c3ccccc3-c3ccccc32)CC1,-2%,0.7,73,0.0%,6%,-9%,-20%,-0.1%,3%,-2.9%,
COc1ccc(-c2nnn(CC(=O)N(C3CCCCC3)C(C)C(=O)NC3CCCC3)n2)cc1OC (configuration not stated),-3%,1.3,84,-0.1%,6%,-6%,18%,0.5%,4%,1.7%,NS5 inhibitors pilot replicate=0.0
CC(C)CNC(=O)/C(C#N)=C1\N=C(NC(=O)c2ccco2)c2ccccc21,12%,0.5,70,0.4%,1%,5%,-19%,0.3%,4%,0.8%,
Cc1onc(-c2ccccc2Cl)c1C(=O)N1CCN=C1SCc1cccnc1,2%,0.3,90,1.1%,-4%,19%,7%,-0.2%,0%,3.9%,
Cc1cccc(OCC(=O)N/N=C/c2ccc3c(c2)OCO3)c1,-9%,3.8,33,-0.5%,2%,1%,-11%,0.8%,-1%,-1.5%,
Oc1c(C=C2N=c3ccccc3=N2)sc(=S)n1-c1ccccc1,-1%,4.4,53,12%,-14%,-5%,-10%,-0.2%,-8%,20%,

# As a working copy, some entries already given:
SMILES,NS5 inhibitors,NTR1 ag,NTR1 ag cell count 20 µM,K1F lysis inhibition,GPR55 LPI antagonism,AID2073,GPR35 arrestin U2OS,GPR55 activation,Siah-1 displacement,HIV peptide binding,others
CCC(C)NC(=O)N[C@@H](CCSC)C(=O)O (some centres not stated),-6%,-0.8,47,0.6%,15%,6%,9%,0.3%,4%,-0.5%,
COc1cccc(-c2onc3ccc(C4(C)OCCO4)cc23)c1,-12%,-0.2,52,0.6%,7%,-9%,-7%,-0.3%,19%,-1.4%,
CCOC(=O)C1CCN(C(=O)Cn2nc(C)n3nc(-c4ccc(OC)cc4)cc3c2=O)CC1,6%,0.2,47,0.0%,-16%,13%,23%,-0.4%,-2%,0.0%,
Cc1ccc(-n2c(C)cc(/C=N/Nc3ccc([N+](=O)[O-])cn3)c2C)c(C)c1,-13%,-1.0,40,1.4%,5%,7%,8%,0.3%,0%,1.8%,
COc1ccc(N2CC(C(=O)Nc3nnc(SCC(=O)NCC4CCCO4)s3)CC2=O)cc1 (configuration not stated),0%,0.2,50,-0.3%,-1%,-3%,-1%,-0.1%,-2%,6.2%,

# Compound activity from PubChem.

# Random draw from the library. Share with any hit: about 1.2%.
